# Bioassay records (PubChem)
# KKLEB tox = cytotoxicity in KKLEB CF airway cells, primary screen, cytotoxicity control for CF NF-kB inhibitor project, cell-based, uHTS, fluorescence assay plates. KKLEB CF airway cells viability, ATPlite luminescence, overnight; active compounds read low; cells stimulated with P. aeruginosa culture filtrate. activity change (cytotoxicity), % at 5 µM. actives 0.36% (n = 360,000). AID 602141, 2011;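 active = corrected activity change at or below -50% at 5 µM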
# PDI inh = inhibitors of human PDI, primary screen, biochemical, turbidity, single point, plate reader. actives 0.052% (n = 350,000). PDI insulin aggregation turbidity, A650, 90 min. AID 588391, 2011. Protein disulfide-isomerase (Homo sapiens), P07237. inhibition, % at 10 µM;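 active = mean inhibition across replicates of 30% or more, whatever share of single replicates reach that level; inconclusive = mean inhibition below 30% while every single replicate reaches 30%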;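 also: absorbance from insulin aggregation driven by PDI reduction with DTT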
# Target sequence (P07237 whole entry, looked up): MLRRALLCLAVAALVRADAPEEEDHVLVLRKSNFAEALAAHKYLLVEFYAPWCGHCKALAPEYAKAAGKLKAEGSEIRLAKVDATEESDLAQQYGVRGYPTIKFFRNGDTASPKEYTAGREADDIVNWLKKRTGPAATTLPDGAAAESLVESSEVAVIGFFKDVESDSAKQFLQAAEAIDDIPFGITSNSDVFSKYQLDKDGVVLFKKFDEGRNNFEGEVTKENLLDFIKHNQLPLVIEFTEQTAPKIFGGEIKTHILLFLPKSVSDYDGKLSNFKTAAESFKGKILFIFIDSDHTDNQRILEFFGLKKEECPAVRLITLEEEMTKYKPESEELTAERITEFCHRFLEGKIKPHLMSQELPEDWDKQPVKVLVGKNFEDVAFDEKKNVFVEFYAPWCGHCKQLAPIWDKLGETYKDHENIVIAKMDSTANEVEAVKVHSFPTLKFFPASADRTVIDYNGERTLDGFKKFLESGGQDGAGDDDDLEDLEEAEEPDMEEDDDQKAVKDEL
# Vif imaging = HIV Vif self-association inhibitors, primary screen, imaging, HEK293T, single point | HEK293T cells, Vif self-association by quenched fluorescence, 24 h | AID 602346, 2012 | inhibition, % at 7.49 µM | actives 0.35% (n = 340,000); in the data active = inhibition above about 50%, passing the limit was not always enough; inconclusive = no clear call, values can overlap the other calls; inactive = below about 31%; also: some results filed as inactive read as strong as hits
# Peg3 promoter = Peg3 promoter-driven luciferase inhibitors, primary screen, cell-based, HeLa, luciferase luminescence | HeLa PEG-Prom luciferase reporter, overnight | actives 1.7% (n = 360,000) | inhibition, % at 20 µM | AID 588405, 2011;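 active = inhibition of at least 50% at 20 µM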
# MITF TRPM1 inh = inhibitors of MITF-dependent TRPM1 promoter reporter, primary screen, cell-based, SK-MEL-5, single point, luciferase; SK-MEL-5 TRPM1 promoter luciferase, 24 h; inhibition, % at 12.5 µM; actives 0.83% (n = 330,000); AID 488899, 2010;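 active = mean inhibition across replicates of 60% or more, whatever share of single replicates reaches that level; inconclusive = some that reach 60%, reason not given; inactive = mean inhibition across replicates below 60%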; also: values of inactives mirror those of a sister screen read the other way
# NR2E3 ag-1 = inhibitors of NR2E3-RetCOR corepressor binding, primary screen, NR2E3 agonist project, biochemical, TR-FRET, GST-NR2E3, biotin-RetCOR | 1536-well | inhibition of corepressor binding, % at 4.78 µM | AID 2300, 2010 | Photoreceptor-specific nuclear receptor (Homo sapiens), Q9Y5X4 | actives 0.12% (n = 320,000);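 active = percent inhibition above the cutoff of mean plus 3 SD of all tested compounds, set per screening campaign, cut at about 20% in these data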;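 also: 0% = DMSO wells and 100% = biotin wells as full block of FRET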
# Target sequence (Q9Y5X4 whole entry, looked up): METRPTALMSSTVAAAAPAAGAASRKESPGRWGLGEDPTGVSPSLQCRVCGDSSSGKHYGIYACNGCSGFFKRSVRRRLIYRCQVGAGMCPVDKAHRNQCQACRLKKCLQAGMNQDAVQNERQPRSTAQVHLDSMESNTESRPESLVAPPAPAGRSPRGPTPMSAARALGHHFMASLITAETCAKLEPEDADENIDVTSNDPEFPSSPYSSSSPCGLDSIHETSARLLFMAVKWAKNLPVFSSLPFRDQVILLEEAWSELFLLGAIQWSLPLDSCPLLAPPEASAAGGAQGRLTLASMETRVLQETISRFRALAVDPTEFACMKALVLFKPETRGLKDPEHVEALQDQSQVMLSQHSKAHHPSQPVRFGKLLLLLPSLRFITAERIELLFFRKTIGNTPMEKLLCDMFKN
#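 System: GST-NR2E3 and biotin-RetCOR proteins; probe or stimulus: 7 nM biotin-RetCOR; doses: compound at 4.8 µM, single dose; schedule: Compound–protein incubation for 5 h at 4 °C; detection: time-resolved FRET; read-out: percent inhibition; controls: biotin wells as high control, 0.6% DMSO wells as low control; format: 1536-well plates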
# Shn3 inh set2 = reduction of Shn3 3'UTR firefly luciferase signal, primary screen, Schnurri-3 inhibitor project, cell-based, Clone20 osteoblasts, set 2. Clone20 osteoblast Shn3 3'UTR firefly luciferase, 24 h. inhibition, % at 12.5 µM. actives 0.52% (n = 360,000);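 active = mean inhibition of at least 75% with every replicate also reaching 75%; inconclusive = mean inhibition at least 75% but some replicate below; inactive = mean inhibition below 75%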;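 also: 0% = median of neutral control wells and 100% = pilot-screen positive control compound; some compounds past the cut are filed as inactive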
# CaV13 ICDI inh = Disruptors of the CACNA1D IQ motif to Ca2+-dependent inactivation inhibitor domain association, primary screening, Förster resonance energy transfer in intact living …; actives 0.098% (n = 340,000); HEK cells, CFP/YFP FRET ICDI-IQ, plate reader, 10 min; percent FRET-ratio fall versus neutral wells; inhibition, % at 12.3 µM;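 active = mean replicate inhibition of at least 30% and at least 1% of replicates passing that level; inconclusive = only one of the two criteria is met; inactive = neither criterion is met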;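 also: 0% = median of the neutral control wells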
# NR2E3 ag-2 = NR2E3 agonists in two-hybrid cells, primary screen, cell-based, luminescence, CHO-S, Gal4-NCOR/VP16-NR2E3. Photoreceptor-specific nuclear receptor (Homo sapiens), Q9Y5X4. luciferase. inhibition of corepressor binding, % at 3.98 µM. actives 0.35% (n = 360,000). AID 602229, 2012;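 active = inhibition above the mean of all tested compounds plus 3 SD, cut at about 70% in these data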;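 also: 0% = DMSO with NR2E3 transfected cells and 100% = cells lacking NR2E3 construct; higher means lower luciferase signal from less NR2E3 corepressor binding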
# HIF-2a inh = HIF-2a reporter inhibitors, primary screen, luminescence, 786-0 RCC cells | AID 624352, 2012 | actives 0.72% (n = 360,000) | 786-0 RCC cells HIF-2a reporter, luciferase luminescence, overnight | inhibition, % at 18.8 µM;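 active = inhibition of the luminescence signal of 40% or more relative to plate controls, in a single-dose primary screen at 18.75 µM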
# CF NFkB block = inhibitors of PAF-induced NF-kB signaling, primary screen, cell-based, GFP fluorescence, uHTS | KKLEB NF-kB-GFP reporter, GFP fluorescence overnight | inhibition, % at 5 µM | actives 0.86% (n = 360,000) | AID 588850, 2011;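 active = at least 50% inhibition at 5 µM, scaled per plate between neutral and stimulator controls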;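 also: PAF is a Pseudomonas aeruginosa culture filtrate used as stimulus; plate controls were PAF-stimulated DMSO wells for no effect and unstimulated DMSO wells for full effect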
# Numbers without * were called inactive; u = inconclusive; x = no result given.
SMILES,KKLEB tox,PDI inh,Vif imaging,Peg3 promoter,MITF TRPM1 inh,NR2E3 ag-1,Shn3 inh set2,CaV13 ICDI inh,NR2E3 ag-2,HIF-2a inh,CF NFkB block
CCOC(=O)c1c(NC(=O)CC2Sc3ccc(C(F)(F)F)cc3NC2=O)sc(C)c1C (configuration not stated),-6,-9,-1,-2,12,4,-3,-3,-21,17,0
COc1cc(O)c(C(CC(=O)N2CCCC(C)C2)c2ccc3c(c2)OCO3)c(OC)c1 (configuration not stated),-16,0,-3,4,0,1,10,-11,-9,-7,-27
O=C(O)c1cnn2cc(-c3[nH]ncc3[N+](=O)[O-])cnc12,-14,-4,-17,11,-2,0,-17,-6,1,8,8
Fc1ccc(C2c3cccn3CCN2C(=S)Nc2cccc(F)c2)cc1 (configuration not stated),-12,-3,6,13,7,-4,14,-4,22,17,19
CC(=O)OC1CC(n2ccc(NC(=O)c3ccccc3)nc2=O)OC1CO (configuration not stated),-2,5,-1,-1,-12,3,-3,-5,-8,0,3
CCOc1cc(C=O)ccc1OCCSc1ccc(Cl)cc1,5,-1,-6,-1,-15,-1,-18,-11,-15,-50,-10
CCOC(=O)c1c(C)[nH]c(C)c1S(=O)(=O)N(C)CC(=O)Nc1ccccc1OC,0,17,u,22,-6,0,-5,-3,-13,1,-8
Cc1cc(C)nc(-n2nc(C)c3c(C(F)F)cc(C)nc32)n1,-3,-5,-9,9,-4,-3,0,-8,-12,10,-4
CCCc1ccc2ccc3ccccc3c2n1,7,x,-2,-6,x,x,-11,-10,1,-1,15
O=C(Cc1c[nH]c2ccccc12)NCc1ccc2c(c1)OCO2,2,11,-14,-43,-11,-1,-8,x,-32,-35,29
CCC(=O)N1c2ccccc2NC2=C(C(=O)CC(C)(C)C2)C1c1ccc(O)c(OC)c1 (configuration not stated),5,-2,-2,15,-4,-1,-12,-6,-20,22,9
CCOc1ccc(NC(=O)CN2CCC(n3cnc4cc(F)ccc43)CC2)cc1,0,4,1,2,9,-3,7,-4,19,10,-8
CCCCC(=O)N/C(N)=N/c1nc2ccccc2o1,2,6,5,-256,-107,2,-46,-3,-182,-330,-14
CCOC(=O)Cc1csc(NC(=O)C2CCCN(S(=O)(=O)c3cnc[nH]3)C2)n1 (configuration not stated),4,3,-4,-3,4,-1,2,19,-6,-1,-24
Cn1c(CNC(=O)CCNC(=O)c2ccc(F)c(F)c2)cc(=O)n(C)c1=O,-5,-3,-7,-10,10,-1,-12,-3,6,4,1
COc1ccc(CNCCSc2nnnn2C)cc1OC,-2,-7,-3,-3,6,-4,-18,-6,0,8,5
CCOC(=O)CSc1nc(-c2ccc3c(c2)OCO3)ccc1C#N,-1,6,-7,-269,-59,0,-63,-7,-59,-148,0
COc1ccccc1CC(=O)NCC1CCCO1 (configuration not stated),5,8,x,0,6,-3,10,-5,-18,13,3
Cc1ccc(S(=O)(=O)N2CCN=C2SCc2ccc(Cl)c(Cl)c2)cc1,11,-9,-1,8,4,0,3,-5,-19,25,2
Cc1ccnc(NS(=O)(=O)c2ccc(NC(=O)C3CC3)cc2)n1,0,-1,x,14,11,0,8,-6,-6,13,-2

# Some entries already given, reduced to CaV13 ICDI inh, Shn3 inh set2 and HIF-2a inh.
SMILES | CaV13 ICDI inh | Shn3 inh set2 | HIF-2a inh
Cc1ccnc(NS(=O)(=O)c2ccc(NC(=O)C3CC3)cc2)n1 | -6 | 8 | 13
CCOc1ccc(NC(=O)CN2CCC(n3cnc4cc(F)ccc43)CC2)cc1 | -4 | 7 | 10
CCOC(=O)CSc1nc(-c2ccc3c(c2)OCO3)ccc1C#N | -7 | -63 | -148

# (more compounds)
SMILES,KKLEB tox,PDI inh,Vif imaging,Peg3 promoter,MITF TRPM1 inh,NR2E3 ag-1,Shn3 inh set2,CaV13 ICDI inh,NR2E3 ag-2,HIF-2a inh,CF NFkB block
Cc1cc(N2CCN(C)CC2)nc2ccc(NC(=O)c3ccccc3F)cc12,2,0,2,-137,-46,3,-20,11,-69,-144,1
O=C(Nc1cccnc1)c1noc2c1CCCC2,-6,-3,2,-170,-80,4,-53,-5,-67,-160,4
CN(C)c1ccc(CNCCC2(O)CCOC(C)(C)C2)cc1 (configuration not stated),-3,-8,-3,1,-4,2,2,-2,8,-15,-11
O=C(Cc1ccc(NC(=O)C2CCCN(C(=O)C3CCCCC3)C2)cc1)Nc1ccc(C(=O)N2CCOCC2)cc1 (configuration not stated),8,-8,7,0,-1,x,6,-6,-38,10,1
Cc1ccc2nc(/C(C#N)=C\c3ccc(N4CCCCC4)c([N+](=O)[O-])c3)[nH]c2c1,17,6,-3,1,3,3,2,x,-85,-72,-27
O=S(=O)(Nc1cc(S(=O)(=O)N2CCOCC2)ccc1O)c1ccc2c(c1)OCCCO2,8,0,7,-25,-2,0,8,-6,1,6,-36
CCOc1ccc(C(C(=O)NCC2CCCO2)N(Cc2ccccc2)C(=O)c2snc(C(N)=O)c2N)cc1 (configuration not stated),-4,-55,-12,18,0,0,2,-3,-30,9,-20
Cc1cc(NC(=O)c2ocnc2C)no1,-4,-8,-8,-12,9,-1,6,-9,-7,-9,16
CCCC(=O)N1CCCC1(C)C(=O)NCc1ccc(SC)cc1 (configuration not stated),19,1,15,10,x,x,-2,-5,10,8,-8
Cc1ccc(NC(=O)CCNS(=O)(=O)c2cc(Br)cnc2N)cc1Cl,2,-1,-4,29,2,1,9,-5,-22,25,2
CO/N=C/NC(=O)c1cn(-c2ccc(F)cc2)c(=O)c2ccccc12,9,0,-1,-66,3,1,-7,x,-10,5,7
CCOc1ccc(C(=O)CN2C(=O)NC3(CCCCCC3)C2=O)cc1,-29,-2,-5,-75,-20,-3,-19,-3,-12,-74,-10
CC(C)(C)c1ccc(Oc2coc3cc(OCC(=O)O)ccc3c2=O)cc1,0,3,5,3,4,3,1,-19,-12,21,0
CN(CCc1ccccc1)C(=O)c1ccc(NC(=O)Cc2cccc(NC(=O)C3CCN(C(=O)c4ccccc4)CC3)c2)cc1,6,2,-12,5,-2,x,-2,-3,-38,1,-9
Cc1ccc(S(=O)(=O)N2CCC(C(=O)NCCCN3CCCCCC3)CC2)cc1,4,4,20,-3,2,2,6,-3,-10,17,3
Cc1ccccc1OCC(O)Cn1c(N2CCN(c3ccccc3)CC2)nc2c1c(=O)[nH]c(=O)n2C (configuration not stated),-8,10,-6,2,-4,0,-1,-5,-5,7,-26
CC1CCc2sc(C(=O)N3CCN(c4ncccn4)CC3)cc2C1 (configuration not stated),-14,-7,-3,-29,-3,0,-3,x,-20,-56,29
Cc1ccc(CNC(=O)CNS(=O)(=O)c2ccc(Br)s2)cc1,-2,6,-8,9,3,-1,-3,-3,-10,19,7
O=C(NCc1ccccc1)c1cc(C2CCCCN2C(=O)c2ccccc2)on1 (configuration not stated),1,-3,-6,20,x,x,-10,-5,-32,9,7
COc1ccc(-c2cc(-c3nc4ccccn4c3NCc3ccccc3)ccc2OC)cc1,-30,9,77*,100*,85*,x,97*,-6,39,-77,71*
Cc1ccc(C)c(S(=O)(=O)N(C)C2CCS(=O)(=O)C2)c1 (configuration not stated),1,-1,-1,0,-6,-2,-18,-3,5,16,-14
O=C(O)CCCC(=O)Nc1ccc(N2CCCC2)cc1,8,4,6,13,13,-2,-1,x,-6,10,-4
COc1ccc(NC(=O)c2sc3nc(C)nc(N4CCN(c5ccccn5)CC4)c3c2C)cc1Cl,-39,15,-13,8,-21,-2,41,-6,6,-2,42
O=c1[nH]n(-c2ccccn2)c(=O)c2ccccc12,0,-7,23,2,5,3,-16,-4,-38,6,4
CC(=O)c1cnc2c(-c3ccccc3)c(-c3ccccc3)nn2c1C,-11,1,2,2,15,2,9,-19,-1,8,20
CC1CCc2[nH]c3ccc(C(=O)NCCCOC(C)C)cc3c2C1 (configuration not stated),36,-2,x,-23,-9,0,14,-19,-26,-26,-26
COc1ccc(OC)c(NS(=O)(=O)c2ccc3c(c2)n(C)c(=O)n3C)c1,7,4,-2,5,-6,6,-8,-3,-2,0,-7
Cc1cc2ccccc2c(=O)n1CC(=O)NCC(=O)N1CCCC(C)C1 (configuration not stated),-7,2,0,8,4,1,15,-4,-2,6,3
COc1ccc(NC(=O)CN(C)C(=O)c2cc(C3CC3)nn2-c2ccccc2)cc1,-1,0,1,2,5,1,-10,-6,-7,16,6
COCCN(C(=O)Cn1nnc2ccccc21)C(C(=O)NC1CCCC1)c1cc(OC)ccc1OC (configuration not stated),-22,-1,1,11,3,-1,-28,x,-32,16,-10
CCOc1ccccc1NC(=O)N1CCCC(c2nc3c(nnn3Cc3ccc(C)cc3)c(=O)[nH]2)C1 (configuration not stated),17,-7,-3,19,5,0,-2,-9,9,23,-23
CCOC(=O)C(NC(=O)c1ccccc1F)(Nc1cc(C)on1)C(F)(F)F (configuration not stated),0,-1,-6,6,3,-2,4,-17,-12,-2,5
COc1ccc(C(=O)C[n+]2ccc(N)c(C)c2C)cc1,8,-2,-3,8,0,3,3,3,-14,10,-13
CCOC(=O)c1c(NC(=O)c2ccco2)sc2c1CCCCC2,-7,-4,-3,-25,-25,5,41,x,3,-69,10
Cc1cccc(COC(=O)Nc2ccc(NC(=O)c3ccccc3Cl)cc2)c1,-7,12,7,-6,10,8,3,0,-13,27,8
C=CCSc1nnc(COc2ccc(=O)n(-c3ccccc3)n2)n1CC,-8,-2,3,5,-7,-2,1,-4,-19,17,-12
Cc1ccccc1-c1nc(-c2ccccn2)no1,-39,11,-2,63*,74*,7,40,-14,-79,60*,-31
COc1ccc(CC(=O)NC(C)c2ccc(Cl)c(Cl)c2)cc1S(=O)(=O)N1CCOCC1 (configuration not stated),-1,-6,-3,7,-6,x,18,-5,16,9,8

# Compounds as they come; about 3.3% have a hit in one of these screens.
